OXTR ag: human OXTR agonism; CHO-OTR cells, Fluo-8 calcium fluorescence; normalized: DMSO 0%, oxytocin 100%; activation, % at 3 µM; actives 0.32% (n = 320,000);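 active means activation above the mean of all tested compounds plus 3 SD, cutoff set per screening run, cut at about 20% in these data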;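 further: peak over basal fluorescence ratio from a 100 s FLIPR kinetic read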
Target sequence (P30559 whole entry, looked up): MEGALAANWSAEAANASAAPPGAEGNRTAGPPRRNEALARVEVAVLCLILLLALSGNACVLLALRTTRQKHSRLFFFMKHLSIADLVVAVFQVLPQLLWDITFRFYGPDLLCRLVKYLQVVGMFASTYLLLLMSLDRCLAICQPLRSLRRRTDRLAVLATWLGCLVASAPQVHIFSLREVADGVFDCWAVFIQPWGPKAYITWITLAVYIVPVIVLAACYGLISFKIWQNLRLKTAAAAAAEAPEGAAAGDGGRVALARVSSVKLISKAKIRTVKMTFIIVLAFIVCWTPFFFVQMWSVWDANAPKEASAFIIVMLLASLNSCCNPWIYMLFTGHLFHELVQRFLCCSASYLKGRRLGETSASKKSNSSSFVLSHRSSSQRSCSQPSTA
HCV NS3 hel inh: blocks Hepatitis C virus NS3 helicase unwinding | inhibition, % at 10.9 µM | NS3 helicase DNA unwinding, Cy5 molecular beacon fluorescence | actives 0.56% (n = 290,000);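 active means inhibition above the mean of all tested compounds plus 3 SD, set per campaign, cut at about 35% in these data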;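 further: 0% = DMSO wells and 100% = thioflavine S control wells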
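Control set: DMSO versus 110 µM thioflavine S; Material: NS3 helicase fragment of HCV; Measured by: Cy5 fluorescence at 0 and 60 min, beacon hairpin quenching; Read-out basis: percent inhibition from t60/t0 fluorescence ratio; Times: reaction time 60 min, 25 °C; Repeats: single replicate; Compound dosing: single dose, 10.9 µM nominal final, DMSO 0.8% final.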
VIM-2 inhibitor: inhibitors of Pseudomonas aeruginosa VIM-2 metallo-beta-lactamase; AID 1527; actives 0.89% (n = 290,000); inhibition, % at 5.6 µM; purified VIM-2, nitrocefin hydrolysis, epi-absorbance fluorescence;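 active means inhibition above the mean of all tested compounds plus 3 SD, cutoff set per screening run, cut at about 7.5% in these data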;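 further: red hydrolysis product quenches plate fluorescence so inhibitors raise well fluorescence; 0% = enzyme with DMSO and 100% = DMSO without enzyme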
PHOSPHO1 block: inhibitors of human PHOSPHO1 phosphatase | Q8TCT1 | recombinant PHOSPHO1, absorbance phosphatase assay | inhibition, % at 13.3 µM | actives 1.1% (n = 290,000) | AID 1565; in the data active means inhibition above about 60%
Target sequence (Q8TCT1 whole entry, looked up): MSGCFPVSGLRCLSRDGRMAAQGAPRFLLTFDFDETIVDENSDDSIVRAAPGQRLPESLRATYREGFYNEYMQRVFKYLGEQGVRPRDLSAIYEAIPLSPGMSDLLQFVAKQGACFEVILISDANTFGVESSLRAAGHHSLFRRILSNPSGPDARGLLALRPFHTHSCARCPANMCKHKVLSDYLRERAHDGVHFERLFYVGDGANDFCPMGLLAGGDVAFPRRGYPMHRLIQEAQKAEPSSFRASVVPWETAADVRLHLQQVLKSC
FID counter: counter-screen for HCV NS3 helicase inhibitors: DNA intercalator displacement; DNA fluorescent intercalator displacement, fluorescence; inhibition, % at 7.9 µM; actives 0.17% (n = 290,000); AID 1845; in the data active means inhibition above about 37%;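 further: 0% = vehicle and 100% = reference compound; higher means more ethidium bromide displaced from hairpin DNA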
V1R ag counter: counter-screen for oxytocin receptor agonists: human V1a receptor agonists; activation, % at 3 µM; AID 2797; actives 0.25% (n = 320,000); P37288; CHO-V1R cells, Fluo-8 calcium fluorescence, agonist mode; 0% DMSO, 100% 3 nM vasopressin;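 active means activation above the mean activation of all tested compounds plus 3 SD, per screening run, cut at about 20% in these data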;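 further: signal is peak over basal fluorescence ratio across a 100 second FLIPR read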
IMP-1 inh: inhibitors of Pseudomonas aeruginosa IMP-1 metallo-beta-lactamase. purified IMP-1, nitrocefin hydrolysis, epi-absorbance fluorescence. inhibition, % at 5.6 µM. actives 0.45% (n = 290,000);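 active means inhibition above the mean plus 3 SD of all compounds in the same screening run, cut at about 4.5% in these data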;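 further: 0% = IMP-1 with DMSO and 100% = DMSO wells lacking enzyme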
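Assay system: purified recombinant IMP-1 beta-lactamase. Input: IMP-1 0.2 nM before substrate addition. Buffer or medium: Zinc- and detergent-supplemented HEPES buffer, pH 7.1. Schedule: 25 °C, 15 min preincubation, 25 min reaction. Signal: Epi-absorbance fluorescence, 480 nm excitation, 530 nm emission. Evaluation: percent inhibition from optical density relative to buffer-blank wells.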
GalR3 antagonist: blocks the human galanin receptor 3. AID 651719. inhibition, % at 3 µM. actives 0.44% (n = 360,000). O60755. HEK293 GalR3-CNG cAMP membrane potential fluorescence; galR3 body fused to GalR1 C-terminus;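 active means inhibition above the screen-wide average plus 3 SD, cut at about 13% in these data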;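 further: forskolin and galanin both at EC90 stimulate the cells; cAMP rise reported by CNG channel membrane potential dye signal; 0% = forskolin plus galanin with DMSO and 100% = forskolin alone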
GPR7 antagonist: blocks human GPR7 receptor signaling. P48145. GPR7-expressing cells, fluorescence antagonist assay. inhibition, % at 4.4 µM. actives 1.1% (n = 290,000). AID 1861; in the data active means inhibition above about 16%, passing the limit was not always enough;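 further: cells stimulated with the agonist NPW; 0% = agonist with vehicle and 100% = vehicle without agonist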
Target sequence (P48145 whole entry, looked up): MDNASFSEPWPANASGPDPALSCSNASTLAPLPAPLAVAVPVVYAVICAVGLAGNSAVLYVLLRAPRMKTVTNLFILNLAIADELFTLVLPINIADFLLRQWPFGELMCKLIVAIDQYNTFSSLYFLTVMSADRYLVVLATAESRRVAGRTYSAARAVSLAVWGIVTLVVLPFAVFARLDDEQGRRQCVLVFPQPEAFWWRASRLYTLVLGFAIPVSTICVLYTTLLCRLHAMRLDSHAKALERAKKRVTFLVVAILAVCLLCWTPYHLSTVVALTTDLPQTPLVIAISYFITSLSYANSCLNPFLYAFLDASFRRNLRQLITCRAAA
* marks the source's active call; other numbers are inactive results.

For CCN(CC)CCCNC(=O)c1ccc(Cl)c(S(=O)(=O)Nc2ccccc2OC)c1 the results were OXTR ag 1.2, HCV NS3 hel inh -11, VIM-2 inhibitor 0.9, PHOSPHO1 block 33, FID counter 9, V1R ag counter -0.4, IMP-1 inh -4.9, GalR3 antagonist -6 and GPR7 antagonist -3.
CCCCn1c2nc3ccccc3nc2c2c(=O)n(CCC(C)C)cnc21 was read as OXTR ag 0.1, HCV NS3 hel inh 9, VIM-2 inhibitor 1.9, PHOSPHO1 block -17, FID counter 0, V1R ag counter 1.1, IMP-1 inh 0.5, GalR3 antagonist -5 and GPR7 antagonist -1.
Screening CCOc1ccc(-n2cc(C(=O)N3CCC(C)CC3)c3cc(OC)c(OC)cc3c2=O)cc1 returned OXTR ag -1.4, HCV NS3 hel inh -9, VIM-2 inhibitor -1.1, PHOSPHO1 block 10, FID counter -41, V1R ag counter -0.6, IMP-1 inh -0.8, GalR3 antagonist 1 and GPR7 antagonist -6.
Brc1ccccc1C1=Nn2c(nnc2-c2ccco2)SC1 was read as OXTR ag -3.0, HCV NS3 hel inh 8, VIM-2 inhibitor 8.0*, PHOSPHO1 block 32, FID counter -19, V1R ag counter -0.9, IMP-1 inh -2.5, GalR3 antagonist -3 and GPR7 antagonist -16.
O=C1N[C@@H](Cc2ccccc2)C(=O)N1CCN1CCOCC1 was read as OXTR ag 0.6, HCV NS3 hel inh -5, VIM-2 inhibitor -1.6, PHOSPHO1 block 21, FID counter 1, V1R ag counter -0.3, IMP-1 inh -3.2, GalR3 antagonist -1 and GPR7 antagonist -9.
`CCOC(=O)Cn1c(=NC(=O)c2cccs2)sc2cc(C(=O)OC)ccc21` gave OXTR ag 0.5, HCV NS3 hel inh 10, VIM-2 inhibitor -3.5, PHOSPHO1 block 4, FID counter -1, V1R ag counter 0.0, IMP-1 inh -2.3, GalR3 antagonist -6 and GPR7 antagonist -11.
Cc1nc(N2CCOCC2)c2c(C)c(C(=O)Nc3ccccc3C(F)(F)F)sc2n1 was read as OXTR ag -2.0, HCV NS3 hel inh -4, VIM-2 inhibitor -1.1, PHOSPHO1 block -18, FID counter -30, V1R ag counter -1.3, IMP-1 inh -2.3, GalR3 antagonist 7 and GPR7 antagonist -22.
For Nc1nnc(CC2=CCCCC2)s1 the results were OXTR ag 1.0, HCV NS3 hel inh -3, VIM-2 inhibitor -1.8, PHOSPHO1 block 41, FID counter -1, V1R ag counter 0.6, IMP-1 inh -1.7, GalR3 antagonist -3 and GPR7 antagonist -11.
`CCCNC(=O)C12CCC(C)(C(=O)O1)C2(C)C` (stereo unspecified) gave OXTR ag -0.7, HCV NS3 hel inh -4, VIM-2 inhibitor -1.8, PHOSPHO1 block 20, FID counter 1, V1R ag counter 1.1, IMP-1 inh 0.0, GalR3 antagonist -1 and GPR7 antagonist -4.
Screening CC1(C)CC2CC(C)(CN2CC(=O)C(C#N)c2ccccc2)C1 (stereo unspecified) returned OXTR ag 0.6, HCV NS3 hel inh -3, VIM-2 inhibitor -0.6, PHOSPHO1 block -4, FID counter 0, V1R ag counter 0.0, IMP-1 inh -1.0, GalR3 antagonist -8 and GPR7 antagonist 3.
For O=C(COC(=O)/C=C/C(=O)OCC(=O)Nc1ccccc1F)Nc1ccccc1F the results were OXTR ag 0.1, HCV NS3 hel inh -9, VIM-2 inhibitor -2.2, PHOSPHO1 block -17, FID counter -2, V1R ag counter 2.7, IMP-1 inh -0.2, GalR3 antagonist 8 and GPR7 antagonist -5.
Screening Cc1ccc(OCCOCCN2CCN(C)CC2)c([N+](=O)[O-])c1 returned OXTR ag 1.2, HCV NS3 hel inh -21, VIM-2 inhibitor -4.6, PHOSPHO1 block 0, FID counter 12, V1R ag counter 1.5, IMP-1 inh -4.4, GalR3 antagonist -2 and GPR7 antagonist -2.
For Cc1ccc(N2C(=O)CC(Sc3cccs3)C2=O)cc1 (stereo unspecified) the results were OXTR ag -2.4, HCV NS3 hel inh -14, VIM-2 inhibitor 1.6, PHOSPHO1 block 16, FID counter -3, V1R ag counter 0.5, IMP-1 inh -2.0, GalR3 antagonist 0 and GPR7 antagonist -2.
CC1CCN(C(=O)Cn2cnc3c2c(=O)n(C)c(=O)n3C)c2ccccc2S1 (stereo unspecified) was read as OXTR ag 0.7, HCV NS3 hel inh 6, VIM-2 inhibitor -3.7, PHOSPHO1 block 23, FID counter -25, V1R ag counter 1.1, IMP-1 inh -1.7, GalR3 antagonist -8 and GPR7 antagonist -8.
Screening CSc1ccc(CN(C)C(=O)c2cc3ccccc3o2)cc1 returned OXTR ag -0.2, HCV NS3 hel inh 2, VIM-2 inhibitor -2.6, PHOSPHO1 block 4, FID counter -34, V1R ag counter 2.2, IMP-1 inh -4.8, GalR3 antagonist -13 and GPR7 antagonist 11.
Screening COc1ccc(S(=O)(=O)Cc2ccc(C(=O)N3CCN(c4cc(Cl)ccc4C)CC3)o2)cc1 returned OXTR ag -0.3, HCV NS3 hel inh -11, VIM-2 inhibitor -4.1, PHOSPHO1 block -12, FID counter -35, V1R ag counter 2.1, IMP-1 inh -3.9, GalR3 antagonist 0 and GPR7 antagonist -11.
Screening O=C(NCc1cccs1)c1ccccc1 returned OXTR ag 0.0, HCV NS3 hel inh -3, VIM-2 inhibitor -2.6, PHOSPHO1 block 10, FID counter 1, V1R ag counter 0.0, IMP-1 inh -2.7, GalR3 antagonist -3 and GPR7 antagonist -5.
For CCOC(=O)n1c(=O)n(Cc2ccc(OC)cc2)c2ccccc21 the results were OXTR ag -0.2, HCV NS3 hel inh -3, VIM-2 inhibitor -0.1, PHOSPHO1 block 14, FID counter -28, V1R ag counter -0.1, IMP-1 inh -0.3, GalR3 antagonist -11 and GPR7 antagonist -2.
Screening CCOc1ccc2nc(COC(=O)c3ccncc3)c(C(=O)c3ccccc3)[n+]([O-])c2c1 returned OXTR ag -0.1, HCV NS3 hel inh 3, VIM-2 inhibitor -0.8, PHOSPHO1 block 42, FID counter -4, V1R ag counter -0.3, IMP-1 inh -2.1, GalR3 antagonist 10 and GPR7 antagonist -11.
`Fc1ccc(N2CCN(c3nnnn3-c3ccccc3)CC2)cc1` gave OXTR ag -0.2, HCV NS3 hel inh -1, VIM-2 inhibitor -2.8, PHOSPHO1 block 16, FID counter -33, V1R ag counter -0.3, IMP-1 inh -3.1, GalR3 antagonist 3 and GPR7 antagonist 11.
O=C(NCc1ccccc1)c1ccc2c(c1)C(=O)N(CC1CCCO1)C2=O (stereo unspecified) was read as OXTR ag 0.5, HCV NS3 hel inh -4, VIM-2 inhibitor 0.8, PHOSPHO1 block 43, FID counter -11, V1R ag counter -0.4, IMP-1 inh 0.2, GalR3 antagonist -2 and GPR7 antagonist 9.
CC(=O)Nc1cccc(-c2nc3ccccc3[nH]2)c1 was read as OXTR ag -0.7, HCV NS3 hel inh -11, VIM-2 inhibitor -0.1, PHOSPHO1 block 34, FID counter -1, V1R ag counter 0.1, IMP-1 inh -0.8, GalR3 antagonist -7 and GPR7 antagonist -5.
Cc1ccc(NC(=O)Cn2ccnc2)cc1C was read as OXTR ag 0.1, HCV NS3 hel inh -5, VIM-2 inhibitor -2.1, PHOSPHO1 block 24, FID counter -1, V1R ag counter 0.7, IMP-1 inh -1.3, GalR3 antagonist -10 and GPR7 antagonist -9.
Screening Cc1ccc(-c2c[n+]3c(n2-c2ccccc2)SCC3)cc1 returned OXTR ag 0.0, HCV NS3 hel inh -4, VIM-2 inhibitor -0.9, PHOSPHO1 block 17, FID counter -22, V1R ag counter 1.3, IMP-1 inh -2.2, GalR3 antagonist 0 and GPR7 antagonist -9.
`Cc1csc(SCC(=O)Nc2ccccn2)n1` gave OXTR ag 0.0, HCV NS3 hel inh 18, VIM-2 inhibitor -2.0, PHOSPHO1 block 34, FID counter -9, V1R ag counter 0.1, IMP-1 inh -1.0, GalR3 antagonist -1 and GPR7 antagonist 5.
`FC(F)(F)c1nnc2n1N=C(c1cccs1)CS2` gave OXTR ag 0.0, HCV NS3 hel inh 3, VIM-2 inhibitor -1.2, PHOSPHO1 block 5, FID counter -1, V1R ag counter 0.5, IMP-1 inh -2.6, GalR3 antagonist -4 and GPR7 antagonist -11.
`CNS(=O)(=O)c1ccc(NS(=O)(=O)c2ccccc2F)cc1` gave OXTR ag 0.4, HCV NS3 hel inh -8, VIM-2 inhibitor -0.1, PHOSPHO1 block 13, FID counter 4, V1R ag counter 0.5, IMP-1 inh -2.7, GalR3 antagonist 2 and GPR7 antagonist -9.
Cc1c(Br)c([N+](=O)[O-])nn1CC(=O)N(C)Cc1ccccc1 was read as OXTR ag -1.2, HCV NS3 hel inh -18, VIM-2 inhibitor -0.2, PHOSPHO1 block 13, FID counter 2, V1R ag counter 0.3, IMP-1 inh -1.2, GalR3 antagonist -3 and GPR7 antagonist 3.
Screening CC(C)(C)c1cnnn1-c1ccc(C=O)cc1 returned OXTR ag -0.3, HCV NS3 hel inh 2, VIM-2 inhibitor -3.0, PHOSPHO1 block 1, FID counter -6, V1R ag counter -0.3, IMP-1 inh -2.6, GalR3 antagonist -3 and GPR7 antagonist -1.
For COc1cccc(CNS(=O)(=O)c2c(C(=O)N3CCCC3)c(C)n(C)c2C)c1 the results were OXTR ag 5.9, HCV NS3 hel inh 4, VIM-2 inhibitor -1.8, PHOSPHO1 block 33, FID counter -13, V1R ag counter -0.1, IMP-1 inh -1.8, GalR3 antagonist 3 and GPR7 antagonist 6.
`Cc1ccccc1C(=O)O/N=C/c1c(N2CCOCC2)n(C)c2ccccc12` gave OXTR ag -1.3, HCV NS3 hel inh -4, VIM-2 inhibitor -1.4, PHOSPHO1 block -5, FID counter 0, V1R ag counter -0.2, IMP-1 inh -1.3, GalR3 antagonist -1 and GPR7 antagonist 17.
`Cc1cccc(/C=N/NC(=O)Cn2nccc2C)n1` gave OXTR ag 1.0, HCV NS3 hel inh 8, VIM-2 inhibitor -2.0, PHOSPHO1 block -2, FID counter -2, V1R ag counter 0.0, IMP-1 inh 0.6, GalR3 antagonist -10 and GPR7 antagonist -4.
For c1ccc(N2CCN(c3nnnn3-c3ccccc3)CC2)cc1 the results were OXTR ag -0.8, HCV NS3 hel inh -9, VIM-2 inhibitor 0.6, PHOSPHO1 block -33, FID counter -24, V1R ag counter -0.5, IMP-1 inh -1.1, GalR3 antagonist -5 and GPR7 antagonist 26*.
Screening CCOC(=O)N1CCC(NC(=O)C2CCC(Cn3c(=O)[nH]c4ccccc4c3=O)CC2)CC1 (stereo unspecified) returned OXTR ag 0.5, HCV NS3 hel inh 2, VIM-2 inhibitor -1.9, FID counter -9, V1R ag counter 0.5, IMP-1 inh -4.0, GalR3 antagonist 1 and GPR7 antagonist -9.
Screening CCC1CCCCN1C(=S)Nc1ccc(OC(F)F)cc1 (stereo unspecified) returned OXTR ag 2.0, HCV NS3 hel inh 5, VIM-2 inhibitor -1.9, PHOSPHO1 block -19, FID counter -2, V1R ag counter 1.4, IMP-1 inh -2.1, GalR3 antagonist 8 and GPR7 antagonist -10.

Compound activity from PubChem.
